# GDH-TPI counter = inhibits GDH-TPI coupling enzymes, artifact for Mtb FBA screen. GDH-TPI coupled enzyme counterscreen, NADH absorbance. inhibition, % at 4.8 µM. 1.2% of 360,000 active;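 further: 0% = DMSO wells and 100% = wells lacking the enzyme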
# BoNT-F LC inh = blocks Botulinum neurotoxin F light chain protease; Multiplex microsphere protease cleavage assay, flow cytometry; inhibition, % at 10 µM; 0.22% of 360,000 active; in the data active means inhibition above about 35%, passing the limit was not always enough; inconclusive means no clear call, values can overlap the other calls; further: plate controls were buffer without enzyme for full effect and enzyme alone for no effect
# FadD28 FP inh = M. tuberculosis FadD28 bisubstrate binding inhibition; FadD28 bisubstrate probe binding, fluorescence polarization; inhibition, % at 12.5 µM; 0.22% of 360,000 active; in the data active means inhibition above about 8.5%, passing the limit was not always enough; inconclusive means no clear call, values can overlap the other calls
# VHR inh abs = DUSP3 (human) phosphatase inhibition | AID 1654 | 0.52% of 290,000 active | inhibition, % at 13.3 µM | P51452 | recombinant VHR phosphatase, pNPP absorbance; in the data active means inhibition above about 50%; further: some compounds called inactive have numbers as strong as hits
# MazF activator = increases E. coli MazEF RNase cleavage of RNA | 0.32% of 350,000 active | FAM/BHQ RNA-DNA oligo cleavage fluorescence, 5 h | P0AE70 | activation, % at 20 µM; in the data active means activation above about 50%
# Target sequence (P0AE70 whole entry, looked up): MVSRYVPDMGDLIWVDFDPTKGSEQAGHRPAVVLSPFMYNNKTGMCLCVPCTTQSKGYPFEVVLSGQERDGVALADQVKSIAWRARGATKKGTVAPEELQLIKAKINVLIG
# Rv3671c protease = inhibits the M. tuberculosis serine protease Rv3671c; P9WHR9; inhibition, % at 5.96 µM; 0.048% of 320,000 active; in the data active means inhibition above about 38%;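 further: extracellular domain of Rv3671c used as enzyme; 0% = enzyme with DMSO and 100% = no enzyme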
# Target sequence (P9WHR9 whole entry, looked up, the tested form may be a part): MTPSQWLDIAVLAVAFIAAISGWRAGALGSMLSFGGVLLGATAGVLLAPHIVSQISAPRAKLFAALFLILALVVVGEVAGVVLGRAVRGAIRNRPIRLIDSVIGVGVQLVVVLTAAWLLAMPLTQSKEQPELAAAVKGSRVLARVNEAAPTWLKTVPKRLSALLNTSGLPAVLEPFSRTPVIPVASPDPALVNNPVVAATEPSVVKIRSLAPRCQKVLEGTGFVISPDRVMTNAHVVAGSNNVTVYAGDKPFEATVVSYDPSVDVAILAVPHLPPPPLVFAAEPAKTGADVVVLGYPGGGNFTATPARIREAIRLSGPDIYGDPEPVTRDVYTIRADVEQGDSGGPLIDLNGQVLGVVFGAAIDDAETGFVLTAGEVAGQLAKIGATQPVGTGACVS
# FBA Mtb inh = inhibitors of M. tuberculosis fructose-bisphosphate aldolase | 2.3% of 360,000 active | inhibition, % at 1 µM | AID 588726 | purified M. tuberculosis FBA, fluorescence read-out; in the data active means inhibition above about 27%;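 further: 0% = vehicle and 100% = reference inhibitor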
# Mtb BioA inh = inhibitors of Mycobacterium tuberculosis BioA enzyme; purified M. tuberculosis BioA enzyme, plate reader; 0.096% of 360,000 active; inhibition, % at 9.99 µM; AID 602481; in the data active means inhibition above about 40%; inconclusive means no clear call, values can overlap the other calls
# Mtb UGM inh = inhibitors of M. tuberculosis UDP-galactopyranose mutase; P9WIQ1; purified UGM, fluorescence polarization probe displacement; inhibition, % at 10 µM; 0.06% of 320,000 active; in the data active means inhibition above about 10%, passing the limit was not always enough; inconclusive means no clear call, values can overlap the other calls
# Target sequence (P9WIQ1 whole entry, looked up): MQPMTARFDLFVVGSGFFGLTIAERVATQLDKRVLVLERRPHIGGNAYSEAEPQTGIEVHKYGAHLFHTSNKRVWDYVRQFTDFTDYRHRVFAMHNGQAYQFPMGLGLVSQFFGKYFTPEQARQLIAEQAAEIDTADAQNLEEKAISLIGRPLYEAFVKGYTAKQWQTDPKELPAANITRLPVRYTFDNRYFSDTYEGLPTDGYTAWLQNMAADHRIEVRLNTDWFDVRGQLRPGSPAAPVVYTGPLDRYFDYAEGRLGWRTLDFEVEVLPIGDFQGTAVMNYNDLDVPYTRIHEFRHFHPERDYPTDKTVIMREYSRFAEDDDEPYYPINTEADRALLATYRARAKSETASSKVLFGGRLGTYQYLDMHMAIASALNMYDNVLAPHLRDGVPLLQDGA
# CCHFV vOTU inh = CCHFV vOTU protease inhibition; Pep-AMC fluorescence; inhibition, % at 11.5 µM; 0.55% of 370,000 active; further: 0% = vehicle wells with enzyme and 100% = no enzyme wells
# An asterisk follows results filed as active; u = inconclusive; x = not tested or not shown; & = joins results of further samples. Unless noted, no stated cut-off is given here; in the data, active means inhibition above about 30%; inactive means the rest.
compound	GDH-TPI counter	BoNT-F LC inh	FadD28 FP inh	VHR inh abs	MazF activator	Rv3671c protease	FBA Mtb inh	Mtb BioA inh	Mtb UGM inh	CCHFV vOTU inh
CCN1CCN(CCNC(=O)c2ccc(CS(=O)(=O)c3c(Cl)cccc3Cl)o2)CC1	-2	-18	-1.7	42	5	-2	0	-2.8	0.2	2
O=C(Cc1csc(NC(=O)Nc2ccc(Cl)cc2)n1)NCc1cccnc1	7	-5	-2.5	x	5	-5	1	-0.2	-1.7	6
COc1ccccc1Nc1nnc(SC(C)C(=O)NC2CC2)s1 (stereo not drawn)	21	-8	-1.9	x	7	7	-1	-1.0	-0.2	17
Cn1cc(C(=O)c2ccccc2C(=O)O)cc1C(=O)C(Cl)(Cl)Cl	9	6	0.8	2	2	10	0	-0.6	-1.4	0
COc1ccc(-c2noc(COc3ccccc3OC)n2)cc1OC	9	-1	-1.1	2	1	3	0	2.5	0.1	14
COc1ccc(CNC(=O)C(c2ccco2)N(Cc2cccs2)C(=O)Cc2cccs2)cc1 (stereo not drawn)	-2	u	-5.6	-5	1	-10	-9	0.0	-1.8	-6
OCCC1CN(Cc2nc3ccc(F)cc3[nH]2)CCN1C1CCCC1 (stereo not drawn)	7	5	-0.4	4	4	9	0	1.0	0.6	3
COc1cccc(NC(=O)CC2S/C(=N\S(=O)(=O)c3ccccc3)N(c3ccccc3)C2=O)c1 (stereo not drawn)	-5	0	-6.6	15	1	-18	-7	0.2	-0.1	16
O=C(c1ccc(CN2CCc3ccccc3C2)cc1)N1CCN(c2ccccc2)CC1	2	0	-2.5	-62	-5	0	3	x	1.2	25
COc1ccc(-c2cn3nc(SCC(=O)NC4CCCCC4)ccc3n2)cc1	10	1	1.3	3	13	0	28*	-2.7	4.2	-8
O=C(NNC(=O)C1COc2ccccc2O1)c1ccccc1 (stereo not drawn)	5	-4	0.5	28	-3	-4	3	x	1.2	-6
OCc1nc2ccccc2n1CCCOc1ccccc1	12	-8	0.1	-1	-1	0	4	x	4.7	10
C=CCN1C(=O)C2C(C(=O)NC)C3(C)C=CC2(O3)C1C(=O)NCc1ccc(OC)cc1 (stereo not drawn)	8	-7	-0.7	22	1	0	-4	-3.2	0.0	-3
Cc1cccc(N2C(=O)/C(=C/c3ccc(CN(CCC#N)S(C)(=O)=O)o3)C(=O)NC2=S)c1	6	8	1.5	5	19	-11	10	0.1	1.0	15
O=C(CN1C(=O)/C(=C/c2ccccc2)Sc2ccccc21)NCCCN1CCOCC1	15	-2	-2.5	-9	2	-3	-3	-0.5	1.4	2
CCCC[N+]12C3C[C@H](C4[C@H](O)[C@]5(C[C@@H]41)c1ccccc1N(C)[C@@H]35)[C@H](CC)[C@H]2O (stereo partly drawn)	-5	-1	-2.3	24	3	-4	1	0.8	-0.9	-4
COc1ccc(-c2csc(NC(=O)C3CCCO3)n2)cc1 (stereo not drawn)	-6	1	-1.6	19	8	1	-1	1.4	2.1	-9
COc1ccc2[nH]c(=O)c(CN(Cc3ccc(C)cc3)Cc3nnnn3CC3CCCO3)cc2c1 (stereo not drawn)	9	-3	-2.1	-5	-2	4	14	-0.9	0.5	7
CC1(C)Cc2c(sc(/N=C/N3CCCCC3)c2C#N)C(C)(C)N1	31*	-6	0.4	-6	-5	7	-6	-4.2	-0.3	14
COc1cc(-c2coc3c(C(=O)NCc4ccc(C(F)(F)F)cc4)cccc23)ccc1O	-9	-14	-4.3	x	x	x	2	-0.3	x	21
Cc1ccc(CNC(=O)c2cccc(S(C)(=O)=O)c2)cc1	-8	-2	-0.4	20	0	3	-1	0.5	-1.0	x
CCCCCCN1C[C@H](n2cc(COC(=O)c3ccccc3)nn2)[C@@H](O)C[C@@H]1c1ccc(OC)cc1	11	-5	0.0	x	-11	x	0	-0.3	x	10
Cc1ccc(C(C)NC(=O)c2cc(C)oc2C)cc1 (stereo not drawn)	2	11	-0.8	-4	0	7	2	1.6	0.7	16
c1coc(C2Nc3ccccc3C3OCCC23)c1 (stereo not drawn)	-14	-1	-3.5	14	5	-5	9	-1.0	1.0	3
COc1ccc(/C=C/C(=O)OCc2csc(-c3ccccc3)n2)cc1OC	13	-1	-1.7	14	3	-18	2	x	1.2	-6
CN1C(=S)SC(N2OC3C(=O)N(c4ccccc4)C(=O)C3C2c2ccc(Cl)cc2)C1(C)C (stereo not drawn)	7	-9	-0.8	0	-2	-9	-2	x	-1.0	7
O=C(c1ccc(Br)cc1)N(Cc1ccco1)C1CCS(=O)(=O)C1 (stereo not drawn)	-3	-4	-1.6	-2	0	4	1	-1.0	0.6	5
CC1Cc2ccccc2N1C(=S)NC(=O)c1cccc(Br)c1 (stereo not drawn)	11	2	0.9	-3	1	9	6	x	x	8
COc1ccc(CNC(=O)CSc2nnc(-c3ccc(NC(C)=O)cc3)n2C)cc1	-1	3	-3.4	-14	-4	6	0	-1.6	-2.0	-8
COc1cc2c(cc1OC)/C(=C/c1ccc(Cl)cc1)C(=O)OC2	16	1	-4.2	-10	10	-1	-6	3.4	-0.8	7

# Part of the list above, with two lines to a compound.
# Values run as follows: GDH-TPI counter, BoNT-F LC inh, FadD28 FP inh, VHR inh abs, MazF activator, Rv3671c protease, FBA Mtb inh, Mtb BioA inh, Mtb UGM inh, CCHFV vOTU inh
- Cc1cccc(N2C(=O)/C(=C/c3ccc(CN(CCC#N)S(C)(=O)=O)o3)C(=O)NC2=S)c1
→ 6, 8, 1.5, 5, 19, -11, 10, 0.1, 1.0, 15
- O=C(CN1C(=O)/C(=C/c2ccccc2)Sc2ccccc21)NCCCN1CCOCC1
→ 15, -2, -2.5, -9, 2, -3, -3, -0.5, 1.4, 2
- CCCC[N+]12C3C[C@H](C4[C@H](O)[C@]5(C[C@@H]41)c1ccccc1N(C)[C@@H]35)[C@H](CC)[C@H]2O (stereo partly drawn)
→ -5, -1, -2.3, 24, 3, -4, 1, 0.8, -0.9, -4

# (further entries)
compound	GDH-TPI counter	BoNT-F LC inh	FadD28 FP inh	VHR inh abs	MazF activator	Rv3671c protease	FBA Mtb inh	Mtb BioA inh	Mtb UGM inh	CCHFV vOTU inh
O=C1NCN(c2ccccc2)C12CCN(C(c1cccc3ccccc13)c1nnnn1C1CCCC1)CC2 (stereo not drawn)	x	-12	-4.1	x	x	x	1	1.2	x	4
COc1ccc(-c2noc(C(C)NS(=O)(=O)c3ccc(NC(C)=O)cc3)n2)cc1 (stereo not drawn)	-9	16	-4.9	22	7	4	-2	-1.3	-1.5	-4
COc1cccc(S(=O)(=O)N(C)C[C@H]2OCc3cnnn3CCCC(=O)N([C@@H](C)CO)C[C@@H]2C)c1	2	4	-1.5	x	4	x	1	0.8&0.0	x	-1
O=C(COC(=O)/C=C/c1ccc([N+](=O)[O-])cc1)NCc1ccc2c(c1)OCO2	13	-10	-1.5	20	-12	5	-1	-4.0	0.5	0
CCC(CC)C(=O)Nc1ccc(Sc2ccc([N+](=O)[O-])cc2)cc1	6	-1	-1.3	3	7	9	-3	-1.6	3.2	12
CN(C)S(=O)(=O)N(CC(=O)NCCSCc1ccc(Cl)cc1)c1ccccc1	0	5	-3.8	-8	-5	-4	-2	x	-1.3	-5
CCCC(=O)N1CCC1(C)C(=O)Nc1ccc2scnc2c1 (stereo not drawn)	1	-2	-1.8	x	x	x	-2	0.2	x	x
COc1ccc(C2NC(Cc3ccccc3)(C(=O)O)C3C(=O)N(c4ccccc4OC)C(=O)C23)cc1 (stereo not drawn)	-1	5	-1.6	2	-8	8	2	x	0.4	16
CN1CCN(C(=O)CCCN2C(=O)/C(=C/c3ccccc3)SC2=S)CC1	10	-19	0.4	29	-8	-10	0	0.8	1.8	5
CC(=O)N1CCc2cc(S(=O)(=O)CCC(=O)N3CCN(C(=O)c4ccco4)CC3)ccc21	5	-2	0.0	-5	2	0	3	4.0	-1.6	x
CCOc1ccc(Nc2nc3cc(S(=O)(=O)CC)ccc3o2)cc1	4	-2	-4.1	-22	2	-6	4	4.4	0.7	-1
O=C(NCCc1ccccc1)c1ccc2[nH]c(=O)c(=O)[nH]c2c1	0	10	-4.4	28	0	-4	33*	-0.1	0.1	-23
CC(=O)Nc1ccc(S(=O)(=O)N(C)c2ccc(O)cc2)cc1	8	2	0.2	-2	1	3	-1	-1.6	-0.2	2
O=C(OCCc1cc2ccccc2c(=O)o1)c1ccccc1C(F)(F)F	14	0	-4.0	x	-4	-2	-2	-1.0	2.0	-1
CCOC(=O)C(CC)/C(C)=N/NC(=O)c1ccc([N+](=O)[O-])cc1 (stereo not drawn)	12	-6	0.9	31	-4	-3	-1	3.6	-0.6	-13
C/C(=N\NC(=O)c1nn(C)cc1Br)c1cccc(NC(=O)C(C)(C)C)c1	4	2	0.7	0	8	5	1	0.2	0.1	-4
Cn1nc(-c2ccc(N3CCOCC3)c(NS(=O)(=O)c3ccccc3)c2)c2ccccc2c1=O	-3	-5	-2.5	6	13	-4	0	-0.7	-3.3	9
CC1CC(C)CN(C(=O)c2cc(-c3ccncc3)nc3ccccc23)C1 (stereo not drawn)	10	-4	0.8	x	-4	3	3	-3.7	-1.3	6
COC(=O)CSc1nc2cc(Cl)ccc2c(=O)n1C1CCCC1	5	-14	1.2	4	-8	-5	3	-4.7	-0.4	3
Cc1cc(C)nc(SCC(CSc2nc(C)cc(C)n2)C(=O)O)n1	-12	1	-2.6	-14	0	5	-3	x	1.5	-9
CCC(=O)C1CCCN(C(=O)c2ccc(OC3CCN(C(=O)CCOC)CC3)cc2)C1 (stereo not drawn)	2	16	-0.2	0	4	0	0	-0.2	0.2	15
CN1CCc2cccc(Cl)c2CC1	3	5	0.0	x	-1	5	3	1.7	-0.8	0
Cc1ccccc1C(=O)NNC(=O)Cc1cccc2ccccc12	10	-8	-1.0	27	6	-3	-1	-3.3	0.0	-7
O=C1CCCCN1CC(=O)N1CCCC(Nc2ccc(F)cc2)C1 (stereo not drawn)	5	2	0.1	6	2	3	3	0.1	-1.5	-3
CCOc1ccc(CN(C(=O)c2oc3ccccc3c2C)C2CCS(=O)(=O)C2)cc1 (stereo not drawn)	-4	-13	-1.8	7	5	-1	0	0.8	2.1	-2
Cc1ccc(C)c(N2CCN(c3ccc4cc(S(=O)(=O)N5CCCCC5)ccc4n3)CC2)c1	3	-1	-0.9	13	3	4	6	-1.1	-1.5	4
COc1ccccc1CNC(=O)COC(=O)c1ccc(NC(N)=O)cc1	-2	-7	-3.6	39	-1	-5	2	-2.1	-2.2	9
CN(CC(O)COc1c(F)cc(Br)cc1F)C1CCCCC1 (stereo not drawn)	3	1	-1.6	0	10	-9	2	x	1.0	4
O=C(CCc1ccccc1)Nc1cc2c(cc1Cl)OCCO2	6	-4	1.3	-11	2	-9	-1	x	-2.7	7
C=CCNc1ncnc2c1ncn2[C@H]1CN(Cc2cccc3ccccc23)C[C@@H](CO)O1	2	-2	-0.1	x	x	x	1	0.4	x	-8

# More entries:
compound	GDH-TPI counter	BoNT-F LC inh	FadD28 FP inh	VHR inh abs	MazF activator	Rv3671c protease	FBA Mtb inh	Mtb BioA inh	Mtb UGM inh	CCHFV vOTU inh
COc1ccc(NC2=NCCC(=O)N2Cc2cccs2)cc1	0	-10	-1.6	0	-10	4	-9	x	-1.2	0
Cc1ccc(S(=O)(=O)NCCC(=O)NNc2c(F)c(F)cc(F)c2F)cc1	3	8	-0.4	x	5	-3	-2	-1.5	-0.8	14
CCOC(=O)C1=C(COC(=O)/C=C/c2ccc(OCC)c(OC)c2)NC(=O)NC1C (stereo not drawn)	19	-4	-0.7	x	11	7	6	x	0.5	7
CC(=C/c1ccccc1)/C=N/NC(=O)c1nnn(-c2nonc2N)c1CN1CCC(C)CC1	4	3	-3.6	31	8	-14	-1	-1.1	-2.5	4
O=C(OCC(=O)c1ccc(Cl)s1)c1ccc2ccccc2n1	4	-5	-2.1	13	4	-20	1	-0.7	2.4	8
O=C(CS(=O)(=O)c1c[nH]c2ccccc12)N1CCCCCC1	-2	1	-1.7	8	1	1	-1	x	1.6	11
COc1ccc(CNc2cc([N+](=O)[O-])ccc2OC)cc1	0	-9	-3.5	18	-8	-2	-2	-0.3	-1.9	10

# Screening data as filed in PubChem.
